# MrgX1 agonist = agonists of human MrgX1 receptor, primary screen, HEK293 cells, Fluo-4 calcium flux. Mas-related G-protein coupled receptor member X1 (Homo sapiens), Q96LB2. Fluo-4 calcium fluorescence, agonist mode; hits give high values. 0.44% of 310,000 active. B-score at 10 µM;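 active = calcium response B-score plate-corrected fluorescence ratio at least 3 library SD, with starting fluorescence B-score inside 5 SD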
#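 Material: HEK293 cells stably expressing human MrgX1 receptor | Quantity: 15,000 cells per well | Times: Cells plated overnight, dye loaded 0.5 h 37 °C, 0.5 h room temperature | Measured by: Kinetic Fluo-4 NW fluorescence of intracellular calcium | Control set: Positive and negative controls per plate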
# SKKanGAS inh = S. pyogenes SKKanGAS growth inhibitors in kanamycin, primary screen, streptokinase expression inhibitor project, SKKanGAS strain, BacTiter-Glo luminescence; 6 h; inhibition, % at 7.5 µM; 1.3% of 300,000 active; AID 1662, 2009;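 active = mean replicate score, as percent of positive control median, at least 50; inconclusive = mean below 50 but one replicate at or above 50; inactive = mean and every replicate below 50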;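 note: strain carries kanamycin resistance gene driven by streptokinase promoter and grows in 40 µg/ml kanamycin; loss of luminescence reflects streptokinase promoter inhibition or plain growth inhibition; 0% = median of DMSO wells and 100% = positive control at its reference dose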
# TRPC6 inhibitor = mouse TRPC6 channel inhibitors, primary screen, cell-based, HEK293, membrane potential dye; B-score at 10 µM; Short transient receptor potential channel 6 (Mus musculus), Q61143; ACh-evoked depolarization; hits give low values; AID 2553, 2010; 1.1% of 310,000 active;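 active = B-score under library mean minus 3 SD, initial fluorescence not abnormally high, positive integrated signal ratio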;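 note: B-score derived from integrated fluorescence ratio over the kinetic read; more negative B-score means stronger inhibition of depolarization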
# HIF act = HIF pathway transcriptional activators, primary screen, cell-based, U2OS HRE-luciferase, luminescence. U2OS HRE-luciferase reporter; normalized: DMSO 0%, desferrioxamine 100%. activation, % at 7.5 µM (by protocol). 0.32% of 300,000 active;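 active = mean activation of at least 10% of the iron chelator positive control signal, with at least half of replicates also reaching 10%; inconclusive = mean and replicate majority disagree about reaching 10%; inactive = mean and most replicates under 10%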
# MrgX1 allo act = positive allosteric modulators of MrgX1, primary screen, HEK293 cells, Fluo-4 calcium flux; Mas-related G-protein coupled receptor member X1 (Homo sapiens), Q96LB2; B-score at 10 µM; 0.63% of 310,000 active; FDSS; hits give high values;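 active = plate-corrected calcium response at least 3 library SD above typical, normal starting fluorescence, not activating the receptor alone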;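 note: compound read alongside a low EC10 to EC30 dose of BAM8-22 agonist; peak minus trough fluorescence over baseline measured at the second addition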
# Platelet DG rel = inhibitors of platelet dense granule secretion, primary screen, cell-based, MLPCN, human platelets; human platelet-rich plasma, SFLLRN dense granule ATP release, luminescence; inhibition, %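 (compounds screened at 7.5 µM in platelet-rich plasma)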; 0.22% of 300,000 active;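 active = mean replicate score, as percent of positive control, at or above 50; inconclusive = mean below 50 but at least one replicate at or above 50; inactive = mean and every replicate below 50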
# TRPC6 activator = mouse TRPC6 channel activators, primary screen, cell-based, HEK293, membrane potential dye | Short transient receptor potential channel 6 (Mus musculus), Q61143 | HEK293-TRPC6 membrane potential dye fluorescence; hits give high values | B-score at 10 µM | 0.13% of 310,000 active | AID 2550, 2010;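 active = B-score of the integrated fluorescence ratio above library mean plus 3 SD, and starting fluorescence ratio within library mean plus 5 SD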;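 note: higher score means more depolarization so channel activation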
# RGS4 inh = RGS4 inhibitors, primary screen, cell-based, HEK293 M3R inducible RGS4, calcium flux. B-score at 10 µM. Regulator of G-protein signaling 4 (Homo sapiens), P49798. 0.45% of 310,000 active. Fluo-4 calcium flux; hits give high values; triggered by carbachol at its EC20. AID 463165, 2010;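 active = B-score, a plate-corrected calcium signal, over three deviations above library mean, with baseline fluorescence within five deviations of library mean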;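 note: RGS4 expression induced by doxycycline in cells with stable M3 receptor; B-score is computed from the integrated fluorescence ratio over baseline after carbachol; higher B-score means a larger calcium signal and so more RGS4 inhibition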
# TRPC4 block = inhibitors of mouse TRPC4 channel, primary screen, Fluo4 calcium, HEK293 TRPC4beta/mu-opioid cells. B-score at 10 µM. AID 2247, 2010. DAMGO-evoked Fluo4 calcium flux; hits give low values. 0.39% of 300,000 active. Short transient receptor potential channel 4 (Mus musculus), Q9QUQ5;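 active = B-score over 3 SD under the library average, no early fluorescence shift, positive overall ratio signal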
# Target sequence (Q9QUQ5 whole entry, looked up): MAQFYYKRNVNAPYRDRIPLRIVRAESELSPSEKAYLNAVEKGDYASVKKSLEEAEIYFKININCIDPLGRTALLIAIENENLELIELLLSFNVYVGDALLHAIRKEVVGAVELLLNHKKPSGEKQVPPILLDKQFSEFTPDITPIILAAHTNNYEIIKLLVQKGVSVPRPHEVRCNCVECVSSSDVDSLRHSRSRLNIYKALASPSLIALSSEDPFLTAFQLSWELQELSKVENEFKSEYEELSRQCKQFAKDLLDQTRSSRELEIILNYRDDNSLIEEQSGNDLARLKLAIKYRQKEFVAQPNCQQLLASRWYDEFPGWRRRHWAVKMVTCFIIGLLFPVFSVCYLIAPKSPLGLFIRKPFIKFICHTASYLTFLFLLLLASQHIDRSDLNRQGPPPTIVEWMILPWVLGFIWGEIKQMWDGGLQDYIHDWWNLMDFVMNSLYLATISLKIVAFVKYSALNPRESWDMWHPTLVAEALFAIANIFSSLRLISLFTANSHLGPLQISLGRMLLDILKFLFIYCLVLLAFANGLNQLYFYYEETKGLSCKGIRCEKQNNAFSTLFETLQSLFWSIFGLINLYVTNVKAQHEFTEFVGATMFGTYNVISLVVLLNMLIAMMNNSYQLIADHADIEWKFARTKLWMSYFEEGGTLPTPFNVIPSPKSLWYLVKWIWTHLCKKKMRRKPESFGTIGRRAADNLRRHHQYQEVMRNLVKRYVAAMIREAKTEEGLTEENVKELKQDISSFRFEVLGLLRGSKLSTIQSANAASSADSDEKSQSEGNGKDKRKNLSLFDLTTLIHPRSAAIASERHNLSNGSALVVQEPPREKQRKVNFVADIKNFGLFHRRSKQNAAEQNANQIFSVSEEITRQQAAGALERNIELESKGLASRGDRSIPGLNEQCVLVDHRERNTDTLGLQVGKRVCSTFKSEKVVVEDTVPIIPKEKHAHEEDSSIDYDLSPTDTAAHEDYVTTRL
#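 Signal: kinetic Fluo4 fluorescence imaging of calcium influx. Material: stable TRPC4beta/mu-opioid receptor HEK293 cells. Probe or stimulus: DAMGO in two steps, submaximal then maximal.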
# MrgX1 antagonist = antagonists of human MrgX1 receptor, primary screen, HEK293 cells, Fluo-4 calcium flux; Mas-related G-protein coupled receptor member X1 (Homo sapiens), Q96LB2; BAM8-22 antagonism; hits give low values; B-score at 10 µM; 1.3% of 310,000 active; AID 588676, 2011;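 active = calcium-response B-score plate-corrected more than 3 library SD below zero, starting fluorescence within 5 deviations, no agonist response on first addition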;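 note: peak minus trough fluorescence over baseline after final BAM8-22 challenge near maximal dose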
# RGS4 pot = RGS4 potentiators or activators, primary screen, cell-based, HEK293 M3R inducible RGS4, calcium flux. carbachol calcium flux Fluo4; hits give low values. B-score at 10 µM. 0.92% of 310,000 active. AID 463111, 2010;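 active = B-score of the integrated calcium signal more than 4 SD below the library mean, with starting fluorescence not abnormally high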;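 note: negative B-score means reduced calcium response which marks RGS4 activation or potentiation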
#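 System: HEK293 FlpIn-TREx cells, stable M3R, doxycycline-inducible RGS4. Timing: overnight RGS4 induction, 30 min dye load 37 °C, 20 min compound RT. Also added: carbachol, ECmax concentration. Measured by: Fluo4 fluorescence kinetic imaging of calcium. Evaluation: integrated calcium ratio converted to B score.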
# The depositor's hits bear a star; i = inactive; ? = inconclusive; nt = no result given.
Structure	MrgX1 agonist	SKKanGAS inh	TRPC6 inhibitor	HIF act	MrgX1 allo act	Platelet DG rel	TRPC6 activator	RGS4 inh	TRPC4 block	MrgX1 antagonist	RGS4 pot
CCOc1ccc(C(=O)NC(=S)Nc2ccc(NC(=O)C(C)C)cc2)cc1[N+](=O)[O-]	i	20	i	-0.3	i	4	i	i	i	i	i
O=C(Nc1ccccc1N1CCOCC1)c1ccccc1NS(=O)(=O)c1ccc(F)c(F)c1	i	9	i	-3.3	i	nt	i	i	i	i	i
CC(C)N(CC#CC(O)(c1ccccc1)c1ccccc1)CCO	i	2	i	0.5	i	-1	i	i	i	i	-8.6*
COC(=O)c1oc2ccc(Cl)cc2c1-n1cccc1	i	-2	i	-0.5	i	-1	i	i	i	i	i
O=C(COc1ccc(Br)cc1)Nc1ccc(CN2CCOCC2)cc1	i	3	i	0.3	i	2	i	i	i	i	i
Cc1nccnc1Sc1ccccc1	i	0	i	-52	i	-1	i	i	i	i	i
c1ccc(CNc2nc(-c3ccccc3)nc3ccccc23)cc1	i	-1	i	2.0	i	7	i	i	i	i	i
CN(c1ccc(O)cc1)c1nc(-c2cccs2)cs1	i	3	i	5.7	i	0	i	i	i	i	i
O=C(Nc1ccc(F)cc1)NC1CCCc2ccccc21 (centres undefined)	i	?	i	-0.3	i	9	i	i	i	i	i
C=CCOC(=O)C1=C(C)Nc2[nH]c(=O)[nH]c(=O)c2C1c1cccc(OC)c1 (centres undefined)	nt	-1	i	-1.4	nt	-9	i	i	i	nt	i
CNS(=O)(=O)c1cc(NC(C)=O)c(C)cc1C	i	12	i	0.1	i	-4	i	i	i	i	i
CC(C)CCNC(=O)c1ccc(CSCc2cccc(F)c2)o1	i	-8	i	-0.4	i	0	i	i	i	i	i
COc1ccc(/C=N/Nc2nc(-c3cccc(S(=O)(=O)N4CCCC4)c3)cs2)c(OC)c1	i	15	i	-0.5	i	6	i	i	i	i	i
O=C(Nc1ccc(CN2CCCCC2)cc1)c1cccc(F)c1	i	-10	i	1.8	i	-21	i	i	i	i	i
CC1=C(C(=O)OCC2CCCO2)C(c2cccc(C(F)(F)F)c2)C2=C(CC(c3ccco3)CC2=O)N1 (centres undefined)	i	16	i	-0.9	i	5	i	i	i	i	i
CC(C)c1nc(SCC(=O)Nc2ccc3c(c2)OCO3)n[nH]1	i	-1	i	-0.3	i	12	i	i	i	i	i
O=C(NC1CCCC1)c1ccc(S(=O)(=O)N2CCCC2)cc1	i	-12	i	-0.5	i	-1	i	i	i	i	i
O=C(O)CCc1ccc(-c2cccs2)n1CC1CCCO1 (centres undefined)	i	2	i	-0.4	i	-3	i	i	i	i	i
CC(C)N(c1ccccc1)c1ncnc(NCCC(=O)O)c1[N+](=O)[O-]	i	0	i	173*	i	-1	i	i	i	i	i
COc1ccc(C2(CNC(=O)c3ccco3)CCOCC2)cc1	i	12	i	-0.7	i	8	i	i	i	i	i
C#CCOCCOCCOCCNc1nc(N2CCN(C(=O)[C@H](CCC(=O)O)n3cc(C(N)[C@H](C)CC)nn3)CC2)nc(N2CCN(C(=O)[C@H](Cc3cc4ccccc4[nH]3)n3cc(C(N)[C@H](C)CC)nn3)CC2)n1 (some centres undefined)	i	3	i	-3.8	i	-11	i	i	i	i	i
COc1cc(C2C(C#N)=C(N)OC3=C2C(=O)CCC3)cc(OC)c1OC(=O)N1CCOCC1 (centres undefined)	i	9	i	-0.1	i	2	i	i	i	i	i
CCOc1ccc(NC(=O)c2ccc(NC(=O)COC(=O)c3ccc(NC(=O)CC#N)cc3)cc2)cc1	i	3	i	2.1	i	7	i	i	i	i	i
CC(C)C(=O)N(c1ccc2oc(=O)sc2c1)S(=O)(=O)c1cccs1	i	0	i	0.0	i	-9	i	i	i	i	i
N=c1c2c(n(Cc3ccc(F)cc3)c3c1CCC3)CCCC2	i	10	-5.4*	-0.8	i	-3	i	i	i	i	i
N#CCCN(C(=O)CN1C(=O)NC2(CCCC2)C1=O)c1ccccc1F	i	3	i	2.4	i	8	i	i	i	i	i
O=C(c1cccs1)N1CCN(c2nc3ccccc3s2)CC1	i	-2	i	2.1	i	1	i	i	i	i	i
CCOC(=O)CC(=O)CSc1nc2ccccc2c(=O)n1-c1ccc(C(=O)N2CCOCC2)cc1	i	8	i	0.2	i	3	i	i	i	i	i
Cc1cc(Cl)ccc1OCC(=O)OC(C)C(=O)NC(N)=O (centres undefined)	i	3	i	-0.4	i	6	i	i	i	i	i
CCCNC(=O)c1ccc(N2CCC3(CC2)CC(c2cccc(Br)c2)=NO3)c(NC(=O)c2ccccc2)c1	i	27	i	0.2	i	0	i	i	i	i	i
Cc1nc(NC(=O)CSc2nnnn2C)sc1C	i	-3	i	3.9	i	3	i	i	i	i	i
O=C(Nc1ccnn1C1CCN(Cc2cccc(OCCO)c2)CC1)c1cccc(F)c1	i	12	i	-0.3	i	11	i	i	i	i	i
O=C1CCC/C1=C/Nc1ccc2c(c1)OCO2	i	8	i	-1.0	i	12	i	i	i	i	i
Cc1ccc(CNCc2cccnc2)s1	i	-3	i	0.3	i	-2	i	i	i	i	i
O=C(Cc1ccc(Br)cc1)Nc1ccccc1N1CCCC1	i	12	i	-0.1	i	-6	i	i	i	i	i
COC(=O)c1sccc1NC(=O)Nc1cc(OC)ccc1OC	i	-3	i	-0.2	i	0	i	i	i	i	i
O=C(/C=C/c1cc([N+](=O)[O-])ccc1OC(F)F)Nc1cccc([N+](=O)[O-])c1	i	6	i	-0.1	i	7	i	i	i	i	i
Cc1ccc(NC(=O)c2cc(C)nc3ccccc23)cc1	i	-1	i	-0.9	i	-1	i	i	i	i	i
CC1(c2nnc(Cc3ccccc3)o2)CC(c2cccc(F)c2)=NO1 (centres undefined)	i	-1	i	-0.8	i	-2	i	i	i	i	i
C=C1SC(Nc2c(C)cccc2C)=NC12CCCCC2	i	7	i	0.0	i	10	i	i	i	i	i
NC(=O)c1ccc[n+](CC(=O)c2ccc(NC(=O)c3ccccc3)cc2)c1	i	17	i	0.1	i	-9	i	i	i	i	i
CCOc1ncccc1C(=O)OCC(=O)N(CC(C)C)c1c(N)n(Cc2ccccc2)c(=O)[nH]c1=O	i	-3	i	-0.6	i	11	i	i	i	i	i
Nc1nc(-c2ccccc2)c(N=Nc2cccc3ccccc23)s1	i	57*	i	-1.1	i	7	i	i	i	i	i
COc1ccc(OCCCC(=O)Nc2cc(Cl)ccc2-n2cncn2)cc1	i	17	i	0.4	i	-5	i	i	i	i	i
Nc1nccc(-c2nn(-c3ccc(Cl)cc3)ccc2=O)n1	i	-8	i	-0.2	i	0	i	i	i	i	i
COc1ccc(-c2nc(CS(=O)(=O)CC(=O)NCc3ccccc3Br)c(C)o2)cc1	i	-3	i	0.0	i	-1	i	i	i	i	i
CN1C=CC=C/C1=C1/SC(=S)N(Cc2ccccc2)C1=O	i	5	i	-0.4	i	-3	i	i	i	i	i
CCO[C@@H]1OC(C(=O)N2CCCCCCC2)=C[C@H](c2ccc3c(c2)OCO3)[C@H]1CCCO	i	-3	i	-0.4	i	-2	i	i	i	i	i
O=C(O)c1ccc(NCc2ccc(Br)cc2)cc1	i	29	i	0.7	i	5	i	i	i	i	i
CC1CCN(S(=O)(=O)N2CCC(C(=O)NCc3ccc4c(c3)OCO4)CC2)CC1	i	-6	i	0.0	i	17	i	i	i	i	i
CCN(CC)C(=O)Cn1c(=O)oc2ccccc21	i	-8	i	-0.2	i	-2	i	i	i	i	i
COc1ccc2[nH]c(=O)c(-c3nnn(-c4ccccc4)n3)cc2c1	i	10	i	2.1	i	13	i	i	i	i	i
COC(C[C@@H]1O[C@H]1[C@@H](O)COCc1ccccc1)OC	nt	-1	i	0.6	nt	15	i	i	i	nt	i
COc1ccc(/C=C/C2=CC(C)(C)NC(=S)N2)c(OC)c1	i	-13	i	-0.4	i	2	i	i	i	i	i
CC(=O)Nc1ccc(N(C(=O)c2cnccn2)C(C(=O)NC2CCCCC2)c2ccc(O)cc2)cc1 (centres undefined)	i	3	i	0.0	i	4	i	i	i	i	i
CCOC(=O)Cn1nc(/C=C/c2ccccc2)ccc1=O	i	-1	i	-0.2	i	-1	i	i	i	i	i
CCOCCc1nnc(NC(=O)C2CC(=O)N(CCc3ccc(F)cc3)C2)s1 (centres undefined)	i	1	i	0.2	i	0	i	i	i	i	i
Cc1ccc(C(=O)NC2(C(F)(F)F)N=C3SCCN3C2=O)cc1 (centres undefined)	i	-3	i	-26	i	-4	i	i	i	i	i
CCOC(=O)c1cnc(SCc2nc(N)nc(Nc3ccccc3)n2)nc1N	i	-1	i	-0.6	i	1	i	i	i	i	i
Cc1nc(NN)nc(NCc2ccccc2)n1	i	-2	i	0.9	i	0	i	i	i	i	i
Nc1cc(C(F)(F)F)cc([N+](=O)[O-])c1N	i	5	i	-0.2	i	6	i	i	i	i	i
Clc1ccc(-c2nnc(NCCN3CCCC3)c3ccccc23)cc1	i	3	i	-1.1	i	10	i	i	i	i	i
